BaF3 tox = reduces parental Ba/F3 cell viability, JAK2V617F counter-screen. CellTiter-Glo ATP luminescence. inhibition, % at 5.6 µM. 220,000 compounds, 1.1% hits. AID 1486;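 active means inhibition above a per-campaign cutoff, the mean inhibition of all tested compounds plus 3 SD, cut at about 27% in these data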;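 further: 0% = DMSO wells and 100% = JAK Inhibitor I control wells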
TRPN1 ag = agonists of zebrafish TRPN1 channel | HEK293 zebrafish TRPN1-YFP, Fluo-8 calcium fluorescence; 100% = response to 87 µM carbachol | activation, % at 3 µM | 220,000 compounds, 0.18% hits;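 active means activation above its plate's cutoff, the mean activation of test wells on that plate plus 3 SD, cut at about 19% in these data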;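 further: 0% = DMSO alone and 100% = 87 µM carbachol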
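Material – zebrafish TRPN1-YFP in HEK293 cells · Doses – 3 µM single point · Schedule – dye 1 h 37 °C plus 30 min RT · Signal – Fluo-8 calcium fluorescence, excitation 470-495 nm, emission 515-575 nm · Read-out – % activation versus carbachol response · Control set – carbachol high, DMSO low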
TRPML3 ag = human mucolipin-3 channel agonism. 220,000 compounds, 0.29% hits. HEK293 TRPML3-YFP, Fluo-8 calcium fluorescence; 100% = the carbachol control signal. activation, % at 3 µM. Q8TDD5;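 active means activation above its plate's cutoff, the mean activation of the plate's test wells plus 3 SD, cut at about 12% in these data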;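 further: 0% = DMSO only wells and 100% = carbachol wells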
Target sequence (Q8TDD5 whole entry, looked up): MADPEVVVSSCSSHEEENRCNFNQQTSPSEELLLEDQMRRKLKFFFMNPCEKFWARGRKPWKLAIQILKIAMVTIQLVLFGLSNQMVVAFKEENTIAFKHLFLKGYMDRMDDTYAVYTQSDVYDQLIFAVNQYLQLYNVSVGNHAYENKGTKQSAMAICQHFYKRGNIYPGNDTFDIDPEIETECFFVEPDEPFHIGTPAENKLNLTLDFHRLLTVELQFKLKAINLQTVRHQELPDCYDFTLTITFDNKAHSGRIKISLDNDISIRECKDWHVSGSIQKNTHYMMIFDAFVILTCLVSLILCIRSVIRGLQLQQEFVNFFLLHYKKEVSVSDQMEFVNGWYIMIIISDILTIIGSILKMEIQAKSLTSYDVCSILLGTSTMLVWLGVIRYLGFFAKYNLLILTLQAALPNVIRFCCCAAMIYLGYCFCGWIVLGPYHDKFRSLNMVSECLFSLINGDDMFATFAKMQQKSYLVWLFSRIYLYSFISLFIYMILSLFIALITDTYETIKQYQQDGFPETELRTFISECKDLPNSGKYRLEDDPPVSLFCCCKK
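Material: TRPML3-YFP stable HEK293 cells | Dosing: One concentration, 3 µM nominal, 0.3% DMSO | Timing: 125 s total fluorescence read per well | Technique: Fluo-8 calcium dye fluorescence, ex 470-495, em 515-575 nm | Measure: Percent activation from peak-to-basal fluorescence ratio, scaled between DMSO and carbachol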
PERK inh = blocks human PERK kinase. CHO PERK-DD fusion, SEAP luminescence translation reporter. inhibition, % at 5.6 µM. 220,000 compounds, 0.17% hits. AID 1416;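 active means inhibition above the mean inhibition of all tested compounds plus 3 SD, set separately per screening campaign, cut at about 2.9% in these data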;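 further: PERK kinase domain activated by AP20187 dimerizer at 100 nM; 0% = DMSO with dimerizer and 100% = rapamycin at 8.4 µM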
S1P4 ag = activates the human S1P4 receptor | 220,000 compounds, 0.35% hits | S1P4-expressing cell line, agonist reporter assay | activation, % at 4.98 µM; in the data active means activation above about 11%;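 further: 0% = DMSO vehicle and 100% = reference agonist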
Ba/F3 V617F tox = lowers viability of Ba/F3 cells expressing EpoR and JAK2V617F; ATP luminescence; inhibition, % at 5.6 µM; 220,000 compounds, 1.1% hits; AID 1446;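 active means inhibition above the campaign mean plus 3 SD over all tested compounds, cut at about 24% in these data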;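 further: cytokine-independent growth of Ba/F3 cells driven by EpoR plus mutant JAK2; 0% = DMSO-treated cells and 100% = JAK inhibitor I control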
Calpain2 inh = inhibitors of pig calpain II | purified calpain II, fluorogenic peptide substrate, 30 min | inhibition, % at 16 µM | 220,000 compounds, 0.37% hits | AID 1236;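 active means inhibition above about 50%, limit read from the data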
EP2 mod = modulates human prostaglandin E2 receptor EP2 signaling | EP2-expressing cells, cAMP HTRF FRET, PGE2 co-stimulation | 260,000 compounds, 0.83% hits | induction, % at 25 µM | P43116;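 active means compounds whose cAMP rise, as percent of the full-agonist control response, exceeds 60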;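 further: rat C6 glioma line stably carrying human EP2 under a CMV promoter; the protocol text gives 20 µM as final concentration; 100% = response of wells given 1 µM PGE2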
Target sequence (P43116 whole entry, looked up): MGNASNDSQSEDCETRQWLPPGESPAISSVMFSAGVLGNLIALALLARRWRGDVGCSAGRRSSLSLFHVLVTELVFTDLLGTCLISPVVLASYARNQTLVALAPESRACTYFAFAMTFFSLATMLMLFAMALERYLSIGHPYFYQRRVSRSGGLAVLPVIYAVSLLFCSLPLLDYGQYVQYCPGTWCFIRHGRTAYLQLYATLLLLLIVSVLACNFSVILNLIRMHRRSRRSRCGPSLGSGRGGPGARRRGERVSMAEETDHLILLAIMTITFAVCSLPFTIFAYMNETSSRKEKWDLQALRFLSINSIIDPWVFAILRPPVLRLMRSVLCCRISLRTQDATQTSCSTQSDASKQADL
S1P4 antagonist = blocks the human S1P4 receptor; 220,000 compounds, 0.26% hits; AID 1510; S1P4-expressing cells, antagonist mode, reporter read-out; inhibition, % at 4.98 µM; O95977; in the data active means inhibition above about 29%;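 further: 0% = wells stimulated with agonist and 100% = vehicle wells without agonist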
The depositor's hits bear a star; & = joins results of further samples.

SMILES | BaF3 tox | TRPN1 ag | TRPML3 ag | PERK inh | S1P4 ag | Ba/F3 V617F tox | Calpain2 inh | EP2 mod | S1P4 antagonist
O=C(COC(=O)CC1CC2CCC1C2)Nc1cc([N+](=O)[O-])ccc1F (stereo not given) | -0.9 | 0.3 | -1.3 | -0.6 | 0.8 | -0.8 | 28.7 | -7.2 | -15.9
COc1cc([N+](=O)[O-])cc(/C=N/NC(=O)Cn2nccc2C)c1O | -2.1 | 0.7 | 0.4 | 0.2 | -0.8 | 4.5 | 2.0 | -28.7 | -0.5
O=C(COC(=O)C(O)C(O)C(=O)OCC(=O)c1ccc(C(F)(F)F)cc1)c1ccc(C(F)(F)F)cc1 (stereo not given) | 5.0 | -0.8 | 0.7 | -1.0 | -1.6 | -4.7 | 5.4 | 10.2 | -9.5
CCN(CC)S(=O)(=O)c1ccc(C(=O)NCc2cccs2)cc1 | 1.4 | 0.3 | 0.4 | -1.3 | -2.2 | -4.0 | 10.3 | -0.1 | -20.0
CCn1nnc(NC(=O)C(C)Oc2ccc(Cl)cc2Cl)n1 (stereo not given) | 17.2 | 0.1 | -1.1 | -0.3 | 0.6 | 3.0 | 10.6 | -7.6 | 0.9
CSc1nc(Sc2ccccc2Cl)c2ccccc2n1 | 4.0 | -0.4 | 0.8 | -1.1 | -2.4 | 4.2 | -17.1 | 66.8* | -15.3
CCC(C)(C(=O)NC1CCCC1)N(C(C)=O)c1ccc(C)cc1 (stereo not given) | 1.5 | -0.6 | 0.4 | -1.5 | 0.7 | 1.6 | 6.7 | 10.7 | -8.3
CCCN=CC1=C(O)CC(c2ccccc2)CC1=O (stereo not given) | -2.4 | 1.0 | 0.7 | 0.0 | -1.3 | -7.6 | -19.5 | -3.8 | 4.0
COC(=O)c1cc(CC(=O)c2ccc(O)cc2O)c(C)o1 | 0.7 | 0.0 | 0.2 | 0.6 | 1.8 | 2.1 | -14.0 | 40.0 | -6.0
CCOc1ccccc1CNC(=O)c1nn(CC)cc1[N+](=O)[O-] | 6.4 | 0.4 | 0.3 | 0.1 | 0.4 | 1.6 | 12.4 | 31.1 | -16.9
CCOC(=O)c1c(C)[nH]c(C)c1C(=O)COC(=O)c1c(OC)cccc1OC | 1.3 | -1.4 | 0.3 | -0.4 | 1.1 | -1.8 | 0.8 | 18.7 | -11.7
O=C(COC(=O)c1cnccn1)Nc1cccc2ccccc12 | 6.4 | 0.3 | -0.1 | 0.7 | 5.8 | 1.4 | -43.3 | 2.9 | -14.8
Cn1cc(CNC(=O)CC2C(=O)NCCN2CC(C)(C)C)cn1 (stereo not given) | 4.3 | 0.8 | 1.0 | 0.5 | 0.4 | -0.2 | -40.1 | 10.9 | 5.4
Cc1nn(C)c(C)c1S(=O)(=O)NC1CCCC1 | 1.3 | 0.2 | 0.2 | 0.3 | -0.4 | -1.0 | 11.4 | 20.8 | -3.2
O=C(NN1c2ccccc2CCc2ccccc21)c1ccccc1Br | -1.1 | -2.5 | -1.8 | 0.2 | -1.9 | -0.1 | -26.2 | 3.7 | 1.0
CCCCNc1nc2ccccc2nc1NS(=O)(=O)c1cccs1 | 0.0 | 1.0 | -0.2 | 0.2 | -0.1 | -0.9 | 9.7 | -16.7 | 0.6
N#CC1=C(N)C(C#N)(C#N)[C@H](c2cccnc2)[C@H]2CN(C(=O)OCc3ccccc3)CC=C12 | 4.0 | 1.1 | 0.0 | -0.8 | 0.2 | 11.7 | -50.8 | 7.7 | 10.6
O=C(CSc1ncccc1C(=O)O)NC1CCCCCCC1 | -1.9 | 0.3 | 0.9 | 1.3 | 1.3 | -2.5 | -3.0 | 9.5 | -11.0
CCCC1CC(C)(/C(C)=N\NC(N)=S)OC1=O (stereo not given) | -3.5 | -1.3 | -0.3 | -0.5 | -1.2 | -2.4 | -11.4 | -14.5 | 2.0
Cc1ccc2nc(NC(=O)CSc3nnc(C)c(=O)n3N)sc2c1 | 5.6 | -0.7 | 0.5 | 0.2 | 0.3 | 1.6 | 4.3 | 22.0 | -13.0
O=C(NCc1ccccc1)C1=C[C@@H](c2csc3ccccc23)C[C@@H](OCc2ccc(CO)cc2)O1 | -1.1 | -0.5 | -0.1 | -0.5 | -1.2 | 0.4 | 5.0 | -31.9 | 6.7
Cc1ccc(-n2c(CNc3ccc(F)cc3)nnc2SCC(=O)N2CCCC2)cc1 | 6.2 | 1.0 | -0.1 | -0.8 | 1.4 | -0.7 | -2.3 | 13.4 | -14.7
CCOc1cc(CNCC2CCCO2)cc(Br)c1OCC(N)=O (stereo not given) | 0.9 | 1.6 | 0.3 | -0.6 | 1.7 | 0.7 | 2.5 | -4.2 | -7.9
COc1ccc(N2CCN(C(=S)Nc3cc(C)cc(C)c3)CC2)cc1 | 6.1 | -1.0 | 0.8 | 1.9 | 1.1 | 0.1 | -10.8 | 6.6 | -4.5
Cc1ccc(S(=O)(=O)N(C)C)cc1-n1c(SCC(=O)Nc2ccc(F)cc2)nc2ccccc2c1=O | 5.4 | 0.5 | 0.0 | -0.6 | 11.0* | 0.8 | -97.6 | 10.5 | -13.1

Next section
SMILES | BaF3 tox | TRPN1 ag | TRPML3 ag | PERK inh | S1P4 ag | Ba/F3 V617F tox | Calpain2 inh | EP2 mod | S1P4 antagonist
CCCOc1ccc(/C=C/C(=O)NCc2ccccc2)cc1 | 6.3 | -1.6 | -0.5 | -0.1 | -0.8 | 2.6 | 19.5 | -59.6 | 0.1
O=C(CSc1nnc(-c2cccnc2)o1)c1cc2ccccc2oc1=O | 1.2 | 0.5 | 0.8 | -0.3 | -0.5 | -0.5 | -28.7 | 5.0 | -17.7
O=C(CCS(=O)(=O)c1cccs1)Nc1ccc(C(=O)NCc2ccc(F)cc2)cc1 | 3.8 | -0.7 | 0.7 | -0.6 | -2.2 | -0.4 | 10.6 | -2.1 | -3.4
CC(=O)Nc1cccc(NC=C(C#N)C#N)c1 | 5.9 | 1.2 | 0.2 | 1.1 | -0.6 | -0.4 | -19.9 | 19.9 | -7.7
CC(C)C(=O)N1CCN(c2ccc([N+](=O)[O-])cc2Cl)CC1 | 3.9 | 1.0 | 1.9 | 0.8 | -2.5 | -3.3 | 1.8 | -13.2 | -2.8
Cc1onc(-c2ccccc2)c1C(=O)N=C(N)c1ccc(C(F)(F)F)cc1 | -3.7 | 0.2 | 0.4 | 1.0 | 0.4 | 1.0 | 4.6 | 1.2 | -5.5
CC(CCc1ccccc1)NC(=O)c1nnc(Cc2ccc(Cl)cc2)o1 (stereo not given) | 3.3 | -1.7 | 0.2 | -0.6 | -0.7 | -3.2 | -8.7 | 9.2 | -4.5
Cc1c(NC(=O)c2ncn[nH]2)cccc1-c1nc2ccccc2s1 | 3.7 | 0.3 | 0.6 | 1.8 | 0.7 | -3.0 | -16.7 | -6.3 | -0.9
CCOc1cc(S(=O)(=O)N2CCC(Cc3ccccc3)CC2)c(OCC)cc1-n1cnnn1 | 8.6 | 2.3 | 1.1 | -0.4 | -0.3 | 1.2 | -3.0 | 27.8 | -13.9
Nc1sc2c(c1C(=O)c1ccccc1)CCCC2 | 2.5 | -1.3 | -0.3 | -0.3 | 0.0 | 3.4 | 31.3 | 23.4 | 6.0
CCCn1c(SCC(=O)Nc2cccc(C(=O)OC)c2)nnc1-c1cccnc1 | 4.0 | -1.3 | 0.1 | -0.7 | 0.8 | -2.5 | 16.6 | 7.4&3.6 | 3.2
COc1ccc(-c2noc(CCC(=O)NCc3cc(Br)ccc3OC)n2)cc1 | 25.6 | -0.9 | 0.3 | -1.4 | -2.5 | 1.8 | -2.3 | -11.4 | -0.7
COc1ccc2c(c1OC)C(=O)OC2C1c2c(cc3c(c2OC)OCO3)CCN1C (stereo not given) | 3.7&1.1 | -2.6&-0.5 | -0.9&0.0 | -1.0&0.0 | 0.6&0.6 | 0.3&-2.4 | -4.8&6.6 | 53.3&45.0 | -12.8&-8.1
COc1ccc(NC(=O)CCc2ccccc2)cc1NC(=O)c1ccco1 | 6.9 | -0.8 | -0.4 | -0.5 | 0.7 | 3.7 | -8.3 | -8.7 | -13.3
Cc1ccc(C(=O)NCC(=O)N/N=C/c2sccc2C)cc1[N+](=O)[O-] | 1.3 | 2.7 | 0.8 | 0.0 | 3.2 | 1.5 | -1.8 | -24.0 | -14.2
COC(=O)C1=C(C)N=C2SC(C#N)=C(N)N2C1c1cc(OC)c(OC)c(OC)c1 (stereo not given) | 6.9 | -0.1 | 0.3 | -0.6 | 0.5 | 0.9 | -74.2 | 3.5 | 7.9
CCn1c(SCC(=O)N2CCc3ccccc3C2)nc2sc(C)c(C)c2c1=O | 9.0 | 0.3 | 1.6 | 0.4 | 1.6 | 2.5 | 11.4 | -10.0 | -15.4
CCCCOC(=O)Nc1cccc(Cl)c1C | 1.1 | -1.9 | -0.2 | 0.6 | -5.0 | -4.3 | 2.5 | -2.5 | -16.5
CC(C)Oc1ccc(CCc2n[nH]c(=S)n2-c2ccccc2)cc1 | 5.6 | 0.2 | 0.3 | 0.3 | 1.5 | -0.5 | -1.1 | 31.2 | -25.2
CCOC(=O)c1ccc2nc(NC(=O)c3ccco3)sc2c1 | 5.2 | 0.3 | 0.5 | -1.0 | 0.0 | -0.2 | 16.5 | 12.0 | 7.7
CC(=O)Nc1cc(S(=O)(=O)Nc2ccc(C)cc2)c(C)cc1C | 4.8 | 1.5 | 0.1 | -0.7 | -1.5 | 2.5 | 18.4 | 12.8 | -14.8
CCOc1ccc(-n2cc(C(=O)c3cc(Cl)ccc3O)cc(C#N)c2=O)cc1 | 6.4 | 2.8 | 0.7 | 1.8 | 2.1 | 1.0 | -45.3 | -52.0 | -12.7
Cc1ccccc1NC(=O)Oc1cccc(OC(=O)c2ccccc2)c1 | -5.8 | -0.2 | 0.0 | 1.0 | -0.3 | 0.9 | -0.3 | 1.1 | 11.1
NNC(=O)c1ccc(COc2cccc3ccccc23)cc1 | 6.4 | 1.2 | 0.5 | 0.6 | 1.1 | -1.1 | -28.5 | -17.8 | -18.4
COc1ccccc1C(=O)Nc1ccc(S(=O)(=O)N2CCOCC2)cc1 | 7.7 | 0.3 | 1.5 | -1.0 | 1.1 | 3.4 | -4.9 | -2.3 | -17.4
COc1ccc(-c2nn(-c3ccccc3)cc2C(=O)NC(=S)Nc2cc(Cl)ccc2Cl)cc1 | 0.6 | 1.7 | 0.4 | 0.9 | 0.1 | -0.6 | -21.0 | 11.0 | 14.7
O=C(O)c1cc(C(=O)C2CC2)c[nH]1 | 4.6 | 1.3 | 1.3 | 0.6 | 0.8 | 1.1 | -33.4 | 20.9 | -25.3
CCN(CC)CCNc1cc(C)nc2c1C(=O)C(=O)C=C2N1CCCCC1 | -6.3 | 0.4 | -0.5 | -0.5 | -0.7 | 6.6 | 5.7 | -4.7 | -5.4

Bioassay records deposited in PubChem BioAssay by several laboratories.
